ABCG2 block – blocks JC-1 efflux by human ABCG2 transporter. Q9UNQ0. IgMXP3 cells, flow cytometry. inhibition, % at 6.6 µM. 190,000 compounds, 0.1% hits;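 active = inhibition above 80%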;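 also: 0% = DMSO and 100% = nicardipine control wells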
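test system = two drug-resistant human cell lines, ABCG2 and ABCB1 | amount = 3 million cells/mL final, two lines in 1:1 ratio | reagent = JC-1 transporter substrate | doses = one concentration, 6.6 µM final | incubation = 10 min at 25 °C | signal = flow cytometric JC-1 green MFI at 530 nm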
Bim-Bcl-2 – disrupts Bim peptide binding to human Bcl-2 | 190,000 compounds, 0.06% hits | P10415 | Bead-based flow cytometry, Bim peptide-Bcl-2 binding | inhibition, % at 10 µM; in the data active = inhibition above about 40%; inconclusive = no clear call, values can overlap the other calls;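 also: 0% = no compound wells with probe peptide and 100% = reference peptide inhibitor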
Bfl-1 Bim block – human Bim-Bfl-1 interaction inhibition. Q16548. Bead-based flow cytometry, Bim-Bfl-1 binding inhibition. inhibition, % at 10 µM. 190,000 compounds, 0.12% hits. AID 1008;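 also: 0% = wells without compound plus tracer and 100% = blocker peptide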
Bim-Bcl-XL – human Bim-Bcl-XL interaction inhibition; Bim peptide-Bcl-XL binding, bead flow cytometry, fluorescence; inhibition, % at 10 µM; 190,000 compounds, 0.04% hits; AID 1007
RGS4-Gao reg – human RGS4-Galphao interaction regulation; P09471; Multiplexed bead flow cytometry, RGS4-Galphao binding; actives lie on both sides; binding response (% of control), % at 10 µM; 220,000 compounds, 0.33% hits; AID 1415; in the data active = binding response below about 49% or above about 150%; inactive = in between;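 also: fluorescent Galphao activated with aluminum fluoride binding bead-coupled RGS4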
Bim-Bcl-B – inhibitors of Bim-Bcl-B interaction, human; bead-based flow cytometry, Bim peptide-Bcl-B binding; Q9HD36; 190,000 compounds, 0.073% hits; inhibition, % at 10 µM;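 also: 0% = tracer peptide without compound and 100% = reference inhibitor peptide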
RGS7-Gao – human RGS7-Galphao interaction regulation; P09471; Multiplexed bead flow cytometry, RGS7-Galphao binding; actives lie on both sides; binding response (% of control), % at 10 µM; 220,000 compounds, 0.35% hits; AID 1439; in the data active = binding response below about 49% or above about 150%; inconclusive = no clear call, values can overlap the other calls; inactive = in between;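 also: fluorescent Galphao held in activated GDP-AlF4 state binding bead-coupled RGS7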
Avidin bead fluor – avidin bead compound fluorescence profile; fluorescence (KMESF) at 10 µM; Avidin beads, compound fluorescence 488/530 nm, flow cytometry; hits give high values; AID 1775; 220,000 compounds, 0.38% hits; in the data active = fluorescence above about 47; also: inactives centre near 10
Bcl-W Bim block – human Bim-Bcl-W interaction inhibition; bead-based flow cytometry, Bim peptide-Bcl-W binding; inhibition, % at 10 µM; 190,000 compounds, 0.02% hits;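 also: 0% = bound tracer without compound and 100% = peptide blocker; higher means less fluorescent Bim peptide bound to Bcl-W beads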
GSH fluor – compound fluoresces at 488/530 nm on GSH beads | GSH beads flow cytometry, compound fluorescence 488/530 nm; hits give high values | fluorescence (KMESF) at 10 µM | 190,000 compounds, 0.25% hits; in the data active = fluorescence above about 89;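 also: glutathione beads carrying GST-tagged Bcl family fusion proteins plus one bare bead set; values are compound well signal with DMSO vehicle wells as background; inactives centre near 16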
ABCB1 inh – inhibitors of human ABCB1 transporter, ABCG2 counter-screen. AID 1326. 190,000 compounds, 0.067% hits. inhibition, % at 6.6 µM. P08183. CCRF-Adr cells, JC-1 efflux, flow cytometry; in the data active = inhibition above about 40%;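 also: 0% = vehicle and 100% = reference inhibitor; higher value means more JC-1 retained so stronger ABCB1 efflux block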
Target sequence (P08183 whole entry, looked up): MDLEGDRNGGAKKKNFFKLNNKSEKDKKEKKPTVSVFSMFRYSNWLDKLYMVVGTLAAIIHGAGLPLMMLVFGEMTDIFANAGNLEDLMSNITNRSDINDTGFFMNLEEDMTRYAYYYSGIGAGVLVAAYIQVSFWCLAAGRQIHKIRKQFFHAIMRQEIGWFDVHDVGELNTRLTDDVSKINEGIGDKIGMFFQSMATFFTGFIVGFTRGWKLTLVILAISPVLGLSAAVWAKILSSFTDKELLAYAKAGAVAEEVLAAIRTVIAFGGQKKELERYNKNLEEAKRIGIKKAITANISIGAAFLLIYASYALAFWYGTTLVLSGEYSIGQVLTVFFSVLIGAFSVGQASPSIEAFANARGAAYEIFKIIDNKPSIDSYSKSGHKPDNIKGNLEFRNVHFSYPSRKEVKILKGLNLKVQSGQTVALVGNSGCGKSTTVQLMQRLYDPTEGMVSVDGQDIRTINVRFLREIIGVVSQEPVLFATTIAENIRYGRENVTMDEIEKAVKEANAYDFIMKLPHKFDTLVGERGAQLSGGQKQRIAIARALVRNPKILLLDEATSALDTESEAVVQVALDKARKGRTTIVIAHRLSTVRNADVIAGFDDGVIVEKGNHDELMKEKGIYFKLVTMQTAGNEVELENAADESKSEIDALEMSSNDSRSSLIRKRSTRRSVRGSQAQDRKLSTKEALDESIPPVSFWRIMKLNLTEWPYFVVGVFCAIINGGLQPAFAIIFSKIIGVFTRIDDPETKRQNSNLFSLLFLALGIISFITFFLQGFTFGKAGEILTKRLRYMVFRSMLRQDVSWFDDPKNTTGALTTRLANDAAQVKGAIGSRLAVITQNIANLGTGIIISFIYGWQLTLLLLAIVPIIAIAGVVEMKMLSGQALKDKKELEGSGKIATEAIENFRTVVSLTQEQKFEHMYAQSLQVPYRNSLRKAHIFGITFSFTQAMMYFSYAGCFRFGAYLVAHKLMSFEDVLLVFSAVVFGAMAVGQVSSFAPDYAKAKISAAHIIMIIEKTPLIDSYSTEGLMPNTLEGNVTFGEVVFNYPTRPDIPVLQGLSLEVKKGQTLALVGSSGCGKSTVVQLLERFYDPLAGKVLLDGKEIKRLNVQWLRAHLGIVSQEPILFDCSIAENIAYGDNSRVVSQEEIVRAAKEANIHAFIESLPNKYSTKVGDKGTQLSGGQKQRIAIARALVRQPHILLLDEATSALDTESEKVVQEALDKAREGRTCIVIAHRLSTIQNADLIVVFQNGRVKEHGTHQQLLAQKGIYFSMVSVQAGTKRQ
Starred values were filed as active, the others as inactive; ? = inconclusive. Rule as the data show it, unless noted: active = inhibition above about 40%. Hits appear at their usual frequency; any-hit rate near 1.3%.

SMILES	ABCG2 block	Bim-Bcl-2	Bfl-1 Bim block	Bim-Bcl-XL	RGS4-Gao reg	Bim-Bcl-B	RGS7-Gao	Avidin bead fluor	Bcl-W Bim block	GSH fluor	ABCB1 inh
COc1ccc(NC(=O)C2CCCN(c3nccc(C)n3)C2)cc1 (stereo unspecified)	13	-3	-3	-2	102	-4	101	9	-1	22	1.3
N#Cc1c(N)n(CCOC(=O)c2ccc(Cl)cc2)c2nc3ccccc3nc12	-2	0	1	0	98	-2	97	33	1	9	-0.3
Cc1ccc(OCc2nnc(SCC(=O)O)n2N)cc1	1	5	0	-3	98	0	101	34	0	13	0.3
COc1cc(NC(=O)C2CC2)c(C(=O)O)cc1OC	27	-8	-14	-7	100	-9	98	25	0	31	0.9
Cc1ccnc(NC(=O)Nc2cccc(F)c2)c1	2	-6	-4	0	106	2	103	0	1	35	-1.2
COc1cc(SC)ccc1C(=O)N1CCN(c2ccccc2OC)CC1	1	-4	0	-7	104	-2	103	10	-9	18	0.7
Cc1ccc(S(=O)(=O)NCCSc2nnnn2-c2ccc(C(N)=O)cc2)cc1	1	-8	-11	-2	99	-6	97	8	0	21	0.2
O=c1oc(-c2ccc(Br)o2)nc2ccccc12	1	-4	0	-2	105	-1	102	44	0	20	0.0
COc1ccc(C2(C(=O)Nc3ccccc3)CCOCC2)cc1	-2	-2	0	-6	100	-5	103	1	-2	7	-0.4
O=C(Nc1ccn(Cc2c(F)c(F)cc(F)c2F)n1)c1ccc(COc2cc(Cl)ccc2Cl)o1	6	-4	-2	-5	98	-1	98	5	0	14	1.6
C#CCOCCOCCOCCNc1nc(N2CCN(C(=O)[C@H](CCCCN)n3cc([C@@H](N)C(C)CC)nn3)CC2)nc(N2CCN(C(=O)[C@H](Cc3cc4ccccc4[nH]3)n3cc([C@@H](N)CC(C)C)nn3)CC2)n1 (stereo partly specified)	1	0	-6	3	109	-5	101	6	-1	18	0.0
COc1ccc(C(=O)NCc2ccc3[nH]c(C)cc3c2)cc1OC	0	-1	-5	1	99	-2	99	22	2	11	-0.1
CC(=O)N1CN(C2CCCC2)Cc2c1sc1c2CCCC1	2	-6	-8	-3	90	-7	93	7	-1	18	0.2
COC(=O)c1cnn(-c2ccc(C)c(C)c2)c1-n1cccc1	1	-4	-8	-2	98	-8	100	18	-3	11	-0.3
COC(=O)[C@H](CCSC)NC(=O)NCCc1ccc(F)cc1	1	-6	-8	-3	98	-8	97	6	-1	12	0.2
CCc1c(O)nc(SCC(=O)NCc2ccco2)[nH]c1=O	1	-6	-12	-8	103	-5	103	12	0	11	0.0
Cc1ccc(-n2c(C)nn(-c3ncc(C(F)(F)F)cc3Cl)c2=O)cc1	2	-3	-5	-3	116	-4	120	8	2	8	0.5
Cn1nc(-c2ccc(Cl)cc2)c2cc(C(=O)NCCN3CCOCC3)sc21	2	-8	-12	5	96	0	96	8	3	17	0.7
Fc1ccc(C(c2nnnn2Cc2cccs2)N2CCN(c3ccccc3)CC2)cc1 (stereo unspecified)	6	0	1	-3	98	-3	99	5	0	12	1.2
Cn1cc([N+](=O)[O-])c(C(=O)NCc2cc3cc(Cl)ccc3[nH]2)n1	33	3	0	-2	103	-1	101	12	0	24	11
CSC1=NCCN1C(=O)c1ccc2c(c1)OCO2	10	-11	-18	-7	100	-9	103	16	-2	33	2.2
COc1ccc(C2CC(c3cccs3)=NN2c2nc(-c3ccccc3)cs2)cc1OC (stereo unspecified)	1	-3	-2	2	99	-13	103	18	5	29	0.4
COc1ccc(C)cc1NC(=O)C(OC(=O)c1ccc([N+](=O)[O-])o1)c1ccccc1 (stereo unspecified)	4	-1	0	-4	99	-7	100	2	0	6	0.9
C=CCn1c(Cc2cccs2)nnc1SCC(=O)c1cccc(Br)c1	1	6	7	3	93	6	93	3	9	43	0.6
CC(=O)c1ccc(Oc2ccc(C(C)=O)cc2)cc1	3	-1	-2	0	99	-3	99	36	-4	13	0.2
C=CCn1c(C)cc(C(=O)COC(=O)[C@@H](NC(=O)c2ccccc2Cl)C(C)C)c1C	36	-5	-3	-6	104	-9	112	14	-4	12	1.5
Cc1cc(C)cc(-n2nnc(C(=O)NCc3ccccc3)c2N)c1	-2	1	-2	3	88	0	89	20	2	28	-5.7
Cc1ccsc1C(=O)N1CCN(S(=O)(=O)c2cccs2)CC1	0	-2	-6	-3	99	-1	96	11	-1	19	0.0
CCOC(=O)c1sc(NC(=O)c2cc3n(n2)C(C(F)(F)F)CC(c2cccs2)N3)c(C(=O)OCC)c1C (stereo unspecified)	0	-4	-1	-1	97	-2	98	14	0	20	-0.5
N#C/C(=C\c1ccc(N2CCOCC2)o1)C(=O)N1CCOCC1	19	1	0	-3	102	-5	100	14	0	3	1.2
Cc1noc(C)c1C(=O)Nc1ccccc1-c1ccccc1	4	0	3	0	105	3	103	13	1	51	0.8
N/C(=N\OC(=O)Oc1ccccc1)c1cccc([N+](=O)[O-])c1	18	0	0	-3	101	-5	104	9	-3	4	1.2
COc1ccccc1NS(=O)(=O)c1cc(NC(=S)NCC2CCCO2)ccc1C (stereo unspecified)	1	-2	-1	-2	102	-3	101	14	-1	12	0.0
CCSc1cc(N2CCOCC2)nc(-c2ccccc2)n1	3	-4	-7	-13	105	-16	106	2	-10	18	0.3
Cc1cc(N(CCO)CCO)ccc1N=Nc1cc(F)ccc1F	2	-3	-6	-1	103	-5	?	10	-1	17	0.0
N#CCCn1cnc2c(=S)nc[nH]c21	3	-1	-1	-1	96	0	95	9	1	34	0.9
CC(C)(C)NC(=O)COc1ccc(CNCCc2ccccc2)cc1	11	-2	-4	-1	98	0	?	9	-1	15	0.5
Cc1cc(C(=O)N2CCC(Cc3ccccc3)CC2)ccc1[N+](=O)[O-]	5	1	-1	-1	100	0	100	11	-1	8	1.3
Cc1ccc(CNC(=O)/C=C/c2c(Cl)cccc2Cl)cc1	-3	-1	-3	-2	95	-5	99	14	-1	9	-0.4
CC(=O)NC1(C(Cl)(Cl)Cl)Oc2ccccc2O1	0	-2	-3	0	100	-3	100	40	-3	13	0.1

An excerpt from above in order of the Avidin bead fluor value, low to high.
smiles	Avidin bead fluor
CCSc1cc(N2CCOCC2)nc(-c2ccccc2)n1	2
CSC1=NCCN1C(=O)c1ccc2c(c1)OCO2	16
CC(=O)c1ccc(Oc2ccc(C(C)=O)cc2)cc1	36

Next results follow.
SMILES	ABCG2 block	Bim-Bcl-2	Bfl-1 Bim block	Bim-Bcl-XL	RGS4-Gao reg	Bim-Bcl-B	RGS7-Gao	Avidin bead fluor	Bcl-W Bim block	GSH fluor	ABCB1 inh
O=C(O)CCCC(=O)N1CCN(c2cccc(Cl)c2)CC1	1	4	-1	0	102	0	98	12	0	26	0.5
CCN(C(=O)CSc1nnnn1-c1ccccc1)c1c(N)n(Cc2ccccc2)c(=O)[nH]c1=O	0	-1	-9	-8	102	-2	103	10	-2	20	0.0
CC(/C=N/NC(=O)c1c(Br)cnn1C)=C\c1ccccc1	20	-11	-15	-4	96	-8	95	11	0	13	1.0
Cc1cc(-c2nnc(-c3ccccc3)c(-c3ccccc3)n2)c(C)o1	-2	0	13	-1	92	0	99	14	-3	8	-1.0
COc1cccc(N=Nc2c(N)[nH]n3c(=O)c4c(nc23)CCCC4)c1	1	9	11	27	103	20	99	6	13	4	0.4
O=C(CCC(=O)Nc1ccc(Br)cc1)N/N=C/c1cc([N+](=O)[O-])ccc1O	0	-1	-3	-2	100	-2	?	9	2	12	4.7
Cc1nc(N2CCN(Cc3ccccc3)CC2)nc2c1C(=O)CC(C)C2 (stereo unspecified)	1	-5	-3	0	105	2	103	17	8	22	-2.6
O=C(c1ccco1)N1CCN(C(=O)C2c3ccccc3Oc3ccccc32)CC1	3	0	-3	1	102	-4	102	9	0	20	1.1
Cc1ccccc1NC(=O)C(=O)NCc1ccccn1	1	0	-3	-1	102	-3	99	15	-4	17	0.2
CCOCCCNS(=O)(=O)c1ccc(NC(=O)Cc2c(F)cccc2Cl)cc1	0	-6	-7	-2	99	-4	95	4	-1	11	1.4
NS(=O)(=O)c1ccc(CCNC(=O)CSc2ccccc2)cc1	0	-3	0	0	97	-3	102	16	0	10	0.2
CCOC(=O)c1cc2[nH]c3ccccc3c2[n+](-c2ccc([N+](=O)[O-])cc2)c1N	0	0	0	-6	100	-7	102	2	-3	10	-0.3
O=C(Nc1cccnc1)c1ccc(Cl)c(S(=O)(=O)N2CCCCCC2)c1	6	0	1	-1	101	-1	100	36	-1	22	1.5
CCC(=O)N1c2ccc(S(=O)(=O)CCC(=O)NC3CCCC3)cc2CC1C (stereo unspecified)	2	-8	-12	-4	96	-8	97	7	-1	12	0.4
O=C(O)CCn1cc(/C=C2\NC(=S)N(c3ccccc3)C2=O)c(-c2ccc(Br)cc2)n1	-3	2	-1	-1	95	-5	?	12	1	12	-1.2
CC(O)CN(C)CC/C=C1/c2ccccc2CSc2ccccc21 (stereo unspecified)	-2	7	7	-1	104	4	104	5	1	17	-0.2

Some of the entries so far, with two lines to a compound:
Values run as follows: ABCG2 block | Bim-Bcl-2 | Bfl-1 Bim block | Bim-Bcl-XL | RGS4-Gao reg | Bim-Bcl-B | RGS7-Gao | Avidin bead fluor | Bcl-W Bim block | GSH fluor | ABCB1 inh
- CCN(C(=O)CSc1nnnn1-c1ccccc1)c1c(N)n(Cc2ccccc2)c(=O)[nH]c1=O
→ 0 | -1 | -9 | -8 | 102 | -2 | 103 | 10 | -2 | 20 | 0.0
- CC(/C=N/NC(=O)c1c(Br)cnn1C)=C\c1ccccc1
→ 20 | -11 | -15 | -4 | 96 | -8 | 95 | 11 | 0 | 13 | 1.0
- Cc1cc(-c2nnc(-c3ccccc3)c(-c3ccccc3)n2)c(C)o1
→ -2 | 0 | 13 | -1 | 92 | 0 | 99 | 14 | -3 | 8 | -1.0
- COc1cccc(N=Nc2c(N)[nH]n3c(=O)c4c(nc23)CCCC4)c1
→ 1 | 9 | 11 | 27 | 103 | 20 | 99 | 6 | 13 | 4 | 0.4
- O=C(CCC(=O)Nc1ccc(Br)cc1)N/N=C/c1cc([N+](=O)[O-])ccc1O
→ 0 | -1 | -3 | -2 | 100 | -2 | ? | 9 | 2 | 12 | 4.7
- Cc1nc(N2CCN(Cc3ccccc3)CC2)nc2c1C(=O)CC(C)C2 (stereo unspecified)
→ 1 | -5 | -3 | 0 | 105 | 2 | 103 | 17 | 8 | 22 | -2.6
- O=C(c1ccco1)N1CCN(C(=O)C2c3ccccc3Oc3ccccc32)CC1
→ 3 | 0 | -3 | 1 | 102 | -4 | 102 | 9 | 0 | 20 | 1.1
- Cc1ccccc1NC(=O)C(=O)NCc1ccccn1
→ 1 | 0 | -3 | -1 | 102 | -3 | 99 | 15 | -4 | 17 | 0.2
- CCOCCCNS(=O)(=O)c1ccc(NC(=O)Cc2c(F)cccc2Cl)cc1
→ 0 | -6 | -7 | -2 | 99 | -4 | 95 | 4 | -1 | 11 | 1.4
- NS(=O)(=O)c1ccc(CCNC(=O)CSc2ccccc2)cc1
→ 0 | -3 | 0 | 0 | 97 | -3 | 102 | 16 | 0 | 10 | 0.2
